AGP1-GFP MLPCN: modulators of TOR pathway AGP1-GFP in S. cerevisiae; GFP response vs DMSO, % at 10 µM; AID 2066; 320,000 tested, 0.02% active; S. cerevisiae AGP1-GFP multiplex flow cytometry, 3 h; GFP as percent of DMSO wells;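 active means GFP response relative to DMSO above a set limit, near screen average plus 3 SD, cut at about 150% in these data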;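 further: median GFP channel fluorescence of the gated AGP1 strain per well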
CIT2-GFP yeast: alters CIT2-GFP fluorescence in TOR pathway yeast screen; 320,000 tested, 0.065% active; S. cerevisiae CIT2-GFP strain, flow cytometry, 3 h; 100 means same as DMSO wells; GFP response vs DMSO, % at 10 µM;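 active means GFP response relative to DMSO above a set limit, near the screen mean plus 3 SD, cut at about 150% in these data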;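 further: ratio of well median GFP fluorescence to mean of DMSO wells on the plate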
Efflux pump inh: antifungal efflux pump inhibition, Nile Red retention | S. cerevisiae Candida pump triplex | inhibition, % at 10 µM | 330,000 tested, 0.44% active | AID 485275;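 active means plate passing quality check with inhibition over a set limit, or well fluorescence over plate mean plus 4 SD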;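 further: Nile Red retained in pooled yeast measured as flow cytometry median fluorescence; 0% = buffer negative control and 100% = Enniatin B positive control; higher means more Nile Red kept so more efflux inhibition; some compounds called inactive have numbers as strong as hits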
AHR act: activates the human aryl hydrocarbon receptor. P35869. AHR-responsive luciferase reporter cells, luminescence. activation, % at 5 µM. 320,000 tested, 2.5% active. AID 2796; in the data active means activation above about 47%;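 further: 0% = vehicle wells and 100% = reference agonist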
Target sequence (P35869 whole entry, looked up): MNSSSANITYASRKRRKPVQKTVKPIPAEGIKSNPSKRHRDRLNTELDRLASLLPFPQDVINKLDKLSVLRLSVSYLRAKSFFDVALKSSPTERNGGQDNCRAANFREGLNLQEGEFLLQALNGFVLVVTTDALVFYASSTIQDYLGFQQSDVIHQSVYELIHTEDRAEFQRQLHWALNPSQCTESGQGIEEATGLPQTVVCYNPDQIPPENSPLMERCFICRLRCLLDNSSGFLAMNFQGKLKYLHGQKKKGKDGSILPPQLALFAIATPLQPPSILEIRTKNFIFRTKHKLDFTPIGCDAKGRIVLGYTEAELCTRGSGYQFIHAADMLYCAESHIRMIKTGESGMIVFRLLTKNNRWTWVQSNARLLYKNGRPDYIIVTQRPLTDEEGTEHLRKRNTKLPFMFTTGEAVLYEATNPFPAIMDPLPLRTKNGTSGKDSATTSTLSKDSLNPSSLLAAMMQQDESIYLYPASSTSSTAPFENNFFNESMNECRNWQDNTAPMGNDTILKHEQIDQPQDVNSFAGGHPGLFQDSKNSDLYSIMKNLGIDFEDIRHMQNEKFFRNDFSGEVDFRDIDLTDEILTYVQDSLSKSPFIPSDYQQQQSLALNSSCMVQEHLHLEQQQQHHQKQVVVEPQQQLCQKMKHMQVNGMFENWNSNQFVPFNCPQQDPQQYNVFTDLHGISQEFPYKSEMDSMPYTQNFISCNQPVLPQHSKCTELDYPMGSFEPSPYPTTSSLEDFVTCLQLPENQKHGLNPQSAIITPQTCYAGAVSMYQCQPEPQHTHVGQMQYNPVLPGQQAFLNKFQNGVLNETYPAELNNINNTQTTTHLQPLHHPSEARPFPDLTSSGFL
LAP4 TOR yeast: modulators of TOR pathway LAP4-GFP in S. cerevisiae; AID 2023; GFP response vs DMSO, % at 10 µM; S. cerevisiae LAP4-GFP multiplex, flow cytometry GFP, 3 h; median GFP as percent of DMSO wells; 320,000 tested, 0.34% active;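 active means GFP response vs DMSO above a set limit, about the screen mean plus 3 SD, cut at about 150% in these data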
RPL19A TOR yeast: alters RPL19A-GFP fluorescence in TOR pathway yeast screen | S. cerevisiae RPL19A-GFP strain, flow cytometry, 3 h; active compounds read low | percent response vs DMSO, % at 10 µM | 330,000 tested, 0.3% active | AID 2025;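 active means percent response vs DMSO below 50%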;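 further: median channel GFP fluorescence of the barcoded RPL19A-GFP strain; ratio of sample median GFP to plate DMSO average so 100% = DMSO; lower means less RPL19A-GFP as with rapamycin TOR inhibition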
MEP2-GFP yeast: modulators of TOR pathway MEP2-GFP in S. cerevisiae. S. cerevisiae MEP2-GFP strain, flow cytometry GFP, 3 h; 100% = DMSO control level. GFP response vs DMSO, % at 10 µM. 330,000 tested, 0.51% active. AID 2016;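 active means GFP response versus DMSO above a set limit, roughly screen mean plus 3 SD, cut at about 180% in these data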;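 further: median GFP fluorescence of the barcode-gated MEP2-GFP cells per well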
CR mimetic SO: lowers age-related superoxide in aged yeast cells; 330,000 tested, 0.18% active; S. cerevisiae aged cells, superoxide DHE fluorescence; active compounds read low; AID 2690; superoxide response (% of plate mean), % at 10 µM;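 active means superoxide response under a set limit, about three screen SD below normal, cut at about 65% in these data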;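 further: yeast aged for seven days with compound at 30 °C before DHE staining; 100% = average MFI of all compound-treated wells on the plate with controls excluded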
* hit, by the source's call; . = not tested or not shown; [ ] = dose if it differs, or a comment. This is a random part of the collection. Share with any hit: about 3.9%.

SMILES	AGP1-GFP MLPCN	CIT2-GFP yeast	Efflux pump inh	AHR act	LAP4 TOR yeast	RPL19A TOR yeast	MEP2-GFP yeast	CR mimetic SO
O=[N+]([O-])c1ccccc1Nc1cccnc1	84	84	0.0	19	115	104	90	103
O=c1c(Br)c(NCc2ccccc2)cnn1-c1ccc(F)cc1	94	89	-0.1	4	104	98	93	109
Cn1c(NCc2ccco2)nc2c1c(=O)n(Cc1ccc(Cl)cc1Cl)c(=O)n2C	107	107	0.2	1	101	104	107	99
CCCc1cc(C(=O)Nc2sc(C)c(CC)c2C#N)no1	91	87	0.0	36	95	94	96	161
COc1ccc(C(=O)NCC(c2ccco2)N(C)C)cc1S(=O)(=O)NCc1ccc(Cl)cc1 (stereo not drawn)	98	102	0.2	0	101	99	98	96
CCC(C)[C@H](NC(=O)NCCCN1CCOCC1)C(=O)OC (stereo partly drawn)	92	95	-0.1	-1	92	91	93	88
Clc1ccc(C2NCCc3sccc32)cc1 (stereo not drawn)	95	100	-0.1	14	94	108	98	101
N=c1ncn(CC(O)CO)c2nc(N3CCOCC3)[nH]c12 (stereo not drawn)	88	90	0.1	1	86	93	91	108
CCOC(=O)c1c(C(C)(C)C)oc2ccc(OCC#N)cc12	92	98	0.0	3	94	93	98	88
O=C1NC2=C(CCc3ccccc32)C(c2ccc(Br)cc2)N1 (stereo not drawn)	107	113	-0.3	61*	101	104	106	106
Cn1c(=O)c2sccc2n2c(CCCC(=O)NCc3ccc(F)cc3)nnc12	105	98	0.0	-3	97	106	108	102
C/C=C(\C)CN1CCC(n2nccc2NC(=O)c2ccc3c(c2)OCO3)CC1	97	93	0.1	1	104	94	89	100
COc1ccc(-c2nnc(SCC(=O)Nc3cc(C)on3)n2C)cc1OC	106	112	-0.1	0	108	103	102	89
O=C1N[C@@H](Cc2c[nH]c3ccccc23)COC(=O)[C@H](Cc2ccc(F)cc2)C/C=C\C[C@H]1CC(=O)N(CCO)Cc1ccccc1	98	103	0.8	2	90	97	94	110
NC(=O)c1cc2cc(Cl)ccc2oc1=Nc1cccc(C(F)(F)F)c1	101	92	-0.1	3	92	94	102	113
Cc1cccc(NC(=S)NC(NC(=O)c2ccco2)C(Cl)(Cl)Cl)c1 (stereo not drawn)	95	87	0.2	13	97	94	89	96
O=C(CSc1ccc(-c2ccccn2)nn1)NCc1ccc(Cl)cc1	107	109	0.0	2	101	105	122	134
CCCCCn1c(=O)c(F)cn(Cc2ccc(OC)c([N+](=O)[O-])c2)c1=O	102	96	0.0	4	104	98	104	101
C=CCN(c1ccccc1)S(=O)(=O)c1cccc(C(=O)Nc2ncccc2C)c1	105	95	0.0	5	105	100	104	90
Fc1ccccc1C1CCN(Cc2nc(COc3ccccc3)no2)C1 (stereo not drawn)	93	99	0.2	13	92	110	110	89
O=C(Nc1ccccc1F)c1ccccc1C(=O)Nc1ccccc1F	95	93	0.2	-2	93	93	94	108
CCCCn1c(=O)[nH]c(=O)c2c1nc(Cn1ncc(Cl)c(Cl)c1=O)n2CCC	98	104	0.1	0	89	100	102	94
O=C(C1CCN(S(=O)(=O)c2ccccc2)CC1)N1CCOCC1	99	97	-0.3	-1	106	100	108	109
CSc1cccc(NC(=O)c2cc(S(=O)(=O)N3CCCC3)cn2C)c1	95	95	0.1	18	95	98	101	94
CC(C(=O)OCC(=O)c1ccc([N+](=O)[O-])cc1)N1C(=O)C2C3C=CC(C3)C2C1=O (stereo not drawn)	99	105	0.2	-4	95	105	108	95
(continued)
SMILES	AGP1-GFP MLPCN	CIT2-GFP yeast	Efflux pump inh	AHR act	LAP4 TOR yeast	RPL19A TOR yeast	MEP2-GFP yeast	CR mimetic SO
Cc1sc(N)c(C(=O)c2ccccc2Cl)c1C	94	83	0.2	0	107	91	97	118
O=C(NCCN1CCOCC1)c1ccc(CS(=O)(=O)Cc2ccccc2F)o1	80	97	-0.1	-2	100	94	192*	95
Cc1ccc(C(=O)COC(=O)CCCC(=O)Nc2cc(C(F)(F)F)ccc2Cl)cc1C	100	106	-0.3	-2	96	101	101	100
O=C(Cc1cccs1)N1CCN=C1SCc1ccc(Br)cc1	96	89	0.0	17	110	101	91	99
COc1ccc(C2/C(=C(/O)c3ccccc3)C(=O)C(=O)N2c2ncccn2)cc1OC (stereo not drawn)	99	107	0.3	0	96	104	105	101
CCOc1ccc(Cl)cc1S(=O)(=O)NCc1ccccn1	97	95	-0.2	4	100	97	102	93
COc1ccc(CCNC(=O)C2CCN(S(=O)(=O)N3CCC4(CC3)OCCO4)CC2)cc1OC	103	110	1.3*	-2	103	102	105	79
COc1ccc(-c2ccc(OC)c([C@H]3[C@H]4C=CC[C@@H](C)[C@@H]4C(=O)N3Cc3ccccc3)c2)cc1OC	78	67	0.1	2	127	96	94	104
CCOC(=O)c1cc(C#N)c(SCC(=O)c2cc(C#N)c(SC)nc2C)nc1C	112	104	-0.1	2	101	101	101	90
Cc1nc(NC(=O)C2CC3CCCC(C2)C3=O)sc1C (stereo not drawn)	93	96	0.0	26	92	98	101	95
O=C(c1cccc(S(=O)(=O)N2CCCCC2)c1)N1CCCCC1	105	101	0.3	1	91	101	108	100
COc1ccccc1-c1ccc(Nc2cccc(C(C)=O)c2)nn1	101	91	-0.1	0	107	102	111	94
COc1ccccc1C1OC(c2cccc([N+](=O)[O-])c2)=NN1C(C)=O (stereo not drawn)	103	94	0.0	-1	102	93	103	83
COc1ccccc1N1CCN(C2CCCN(C(=O)c3ccsc3)C2)CC1 (stereo not drawn)	98[may fluoresce green]	98[may fluoresce green]	-0.2	1	99[may fluoresce green]	97[may fluoresce green]	96[may fluoresce green]	94
CCCCNS(=O)(=O)c1ccc2nc(SCC(=O)c3ccc(C#N)cc3)[nH]c2c1	104	108	0.1	0	99	103	101	115
CCOc1ccccc1NC(=S)/C(=C(\[O-])c1ccc2c(c1)OCCO2)[n+]1ccc(CC)cc1	99	98	0.1	21	97	94	97	102
O=C(COC(=O)c1ccccn1)Nc1ccc2c(c1)OCCO2	84	75	0.0	-2	86	98	98	98
CCn1c(=O)c2cc(C(=O)NCCN3CCOCC3)sc2c2ccccc21	109	115	0.1	3	101	105	99	106
CC(CCc1ccccc1)NC(=O)COc1ccc(S(=O)(=O)N2CCOCC2)cc1[N+](=O)[O-] (stereo not drawn)	93	89	0.0	1	92	91	97	97
Cc1cc(C)c(NC(=O)CCCSc2nnc(N)s2)c(C)c1	107	96	0.3	0	102	96	101	98
COc1cccc(CNC(=O)CS(=O)(=O)Cc2nc(-c3ccc(C)cc3)oc2C)c1OC	100	96	0.1	1	100	102	96	127
CC(=O)[C@H]1[C@H](C#N)C[C@H]2[C@@H]3CC=C4C[C@@H](O)CC[C@]4(C)[C@H]3CC[C@@]21C	79	73	0.2	-2	133	97	99	128
O=C(NC(=S)N1CCN(C(c2ccccc2)c2ccccc2)CC1)c1ccc(S(=O)(=O)N2CCOCC2)cc1	113	100	-0.1	4	108	108	107	106
O=C(O)CCC(=O)N(Cc1cccnc1)Cc1cccc(F)c1	102	102	0.0	3	101	101	100	96
COC(=O)N/N=C/c1cn(CC(C)COc2ccccc2)c2ccccc12 (stereo not drawn)	93	89	4.2	17	100	101	105	94
The list continues:
SMILES	AGP1-GFP MLPCN	CIT2-GFP yeast	Efflux pump inh	AHR act	LAP4 TOR yeast	RPL19A TOR yeast	MEP2-GFP yeast	CR mimetic SO
Cc1ccc2oc(-c3cccc(NC(=O)/C=C/c4cccc([N+](=O)[O-])c4)c3C)nc2c1	99	99	0.4	32	103	102	102	98
Cc1ccc(S(=O)(=O)N2CCN(Cc3cc4c(cc3Br)OCCO4)CC2)cc1	95	93	-0.3	-1	92	92	98	85
COc1ccc(NC(=S)Nc2cc(C)[nH]n2)cc1Cl	93	81	-0.1	14	93	95	96	85
Cc1nn(C(=O)c2ccc([N+](=O)[O-])cc2)c(C)c1Br	96	101	0.1	0	104	99	98	82
CC(C)CN1C=C2C(=O)C(C)(OC(=O)C3CCCC3)C(=O)C=C2C=C1c1ccsc1 (stereo not drawn)	101	93	0.2	13	101	101	103	103
O=C(CNC(=O)c1ccco1)OCc1ccc(Br)cc1	101	101	0.1	-1	95	104	108	92
CCSc1nc2ccccc2n1S(=O)(=O)c1ccccc1	98	101	-0.3	1	95	98	99	94
COc1ccc(NC(=O)CSCc2cc(=O)n3cc(C)sc3n2)cc1	103	100	0.3	2	105	102	96	111
CCc1ccc(NC(=O)CSc2nc3nc(C)cc(C)n3n2)cc1	96	97	0.1	28	100	99	95	96
CCOC(=O)CSc1nnc(Cc2cc(=O)[nH]c(=O)[nH]2)n1-c1cccc(OC)c1	91	109	0.0	-2	80	98	106	102
C#CCn1c(=NC(=O)c2ccc(S(=O)(=O)N3CCc4ccccc4C3)cc2)sc2cc(S(N)(=O)=O)ccc21	105	111	-0.3	0	104	103	110	87
CCOC(=O)C1CN(S(=O)(=O)c2ccc(C)cc2)C1	94	85	0.2	-1	101	93	94	99
O=C(CN1C(=O)c2ccccc2C1=O)c1ccccc1	105	102	0.2	33	101	100	105	110
COc1ccc(S(=O)(=O)N2CCN(C(=O)c3cc(C)oc3C)CC2)cc1OC	100	104	-0.1	0	98	97	97	100
CC1C(=O)N2CCCc3cc(NS(=O)(=O)c4ccc(F)cc4)cc1c32 (stereo not drawn)	98	103	0.0	1	89	98	98	106
COc1cccc(C2C(C(=O)OCc3ccccc3)=C(C)Nc3ncnn32)c1OC (stereo not drawn)	106	105	-0.1	6	104	98	105	97
COc1ccc(CN2CSC(=S)N(Cc3ccccc3)C2)cc1	76	81	-0.1	0	87	87	80	114
[O-]/C(=C(\C(=S)Nc1cccc2ccccc12)[n+]1ccccc1)c1ccc(Cl)s1	90	87	0.1	73*	92	104	90	99
COc1ccc(Br)cc1CN1CCCCCC1	103	102	-0.2	0	102	101	104	105
O=C(NCc1ccccc1)C1CC(=O)N(C2CCCCC2)C1 (stereo not drawn)	93	.	0.0	4	80	107	99	107
O=C(CSc1cccc[n+]1[O-])Nc1cc(S(=O)(=O)N2CCOCC2)ccc1N1CCOCC1	93	94	0.3	-1	90	103	97	113
O=C(CCl)N1N=C(c2cccs2)CC1c1ccco1 (stereo not drawn)	108	96	0.0	0	106	95	100	90
O=C(Nc1ccccn1)c1ccc(COc2ccccc2Cl)o1	87	71	0.1	1	111	92	89	103
CCCC(C)(C)NC(=O)CCCCC(=O)NC(C)(C)CCC	99	106	0.0	2	86	94	98	90
CCNS(=O)(=O)c1ccc(NC(=O)CC(C)c2ccccc2)cc1 (stereo not drawn)	102	102	0.0	1	94	93	94	101
Additional compounds
SMILES	AGP1-GFP MLPCN	CIT2-GFP yeast	Efflux pump inh	AHR act	LAP4 TOR yeast	RPL19A TOR yeast	MEP2-GFP yeast	CR mimetic SO
O=C(OCC(=O)N1CCCC1=O)c1ccc(Cl)cc1[N+](=O)[O-]	102	91	0.2	1	105	94	100	116
COc1ccc(C(=O)NC2CCCc3c2cnn3-c2cc(F)cc(F)c2)c(OC)n1 (stereo not drawn)	97	95	0.2	3	96	102	94	99
Nc1c(Cl)cc2c(c1Oc1ccccc1)C(=O)c1ccccc1C2=O	107	101	-0.1	5	103	98	106	107
COc1ccc(CSc2nc3ccccc3[nH]2)cc1	100	98	-0.1	-2	110	99	110	86
O=C(Nc1ccc(N2CCOCC2)cc1)c1ccc(S(=O)(=O)NCc2ccco2)cc1	103	93	-0.2	0	101	103	101	90
COc1ccc(-c2[nH]ncc2-c2nc(C)cs2)c(O)c1	102	97	-0.1	4	98	99	99	98

Two entries picked at random from those above, as already listed:
SMILES	AGP1-GFP MLPCN	CIT2-GFP yeast	Efflux pump inh	AHR act	LAP4 TOR yeast	RPL19A TOR yeast	MEP2-GFP yeast	CR mimetic SO
COc1ccc(C(=O)NC2CCCc3c2cnn3-c2cc(F)cc(F)c2)c(OC)n1 (stereo not drawn)	97	95	0.2	3	96	102	94	99
O=C(OCC(=O)N1CCCC1=O)c1ccc(Cl)cc1[N+](=O)[O-]	102	91	0.2	1	105	94	100	116

From PubChem
